# USP1-UAF1 inh: blocks the human USP1/UAF1 deubiquitinase complex. O94782. recombinant USP1/UAF1, Ub-Rhodamine cleavage fluorescence. Potency, µM (series often up to 57.1 µM), for the others: top-dose activity change, negative = inhibition, actives largely listed as inhibitors. 0.23% of 390,000 active. AID 743255; further: potency means the concentration at half of the fitted maximal effect; on the % scale 0 is the no-effect control and ±100 the full control effect; nearly all actives have a fitted effect of over 60% in size; inactives centre near -12
#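 1 nM enzyme complex + cpd, 15 min RT; start with Ub-Rho 150nM final; kinetic fluorescence ex 480/em 540, 6 reads q60 s. Buffer 50mM HEPES pH 7.8, 0.5mM EDTA, 0.1 mg/ml BSA, 1mM TCEP, 0.01% Tween-20.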
# TrxR1 substrate: substrates of rat thioredoxin reductase 1. 0.01% of 390,000 active. AID 588456. O89049. Potency, µM (doses to about 114 µM), for inactives: at the top dose activity change, negative = substrate turnover. purified TrxR1 substrate turnover, NADPH consumption readout; further: potency means the concentration at half of the fitted maximal effect; on the % scale 0 is the no-effect control and ±100 the full control effect; nearly all actives have a fitted effect of over 50% in size
# Target sequence (O89049 whole entry, looked up): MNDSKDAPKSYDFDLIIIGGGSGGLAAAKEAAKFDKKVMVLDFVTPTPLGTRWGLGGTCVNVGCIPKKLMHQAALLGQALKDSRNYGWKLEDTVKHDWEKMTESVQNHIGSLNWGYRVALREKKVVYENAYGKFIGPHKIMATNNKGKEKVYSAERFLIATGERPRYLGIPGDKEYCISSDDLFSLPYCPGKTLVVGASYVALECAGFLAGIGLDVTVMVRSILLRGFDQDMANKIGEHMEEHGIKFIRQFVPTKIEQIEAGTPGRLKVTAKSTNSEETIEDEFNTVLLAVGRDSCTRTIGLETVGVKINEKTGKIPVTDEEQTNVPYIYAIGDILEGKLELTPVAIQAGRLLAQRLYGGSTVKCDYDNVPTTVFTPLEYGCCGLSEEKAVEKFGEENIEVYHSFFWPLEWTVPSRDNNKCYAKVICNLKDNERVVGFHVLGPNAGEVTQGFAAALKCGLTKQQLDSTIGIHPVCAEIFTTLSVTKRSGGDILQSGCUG
#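 Rat TrxR1, dispensed at 90 nM, was prereduced with 400 uM NADPH (final) for 5 min at ~22 deg C, then incubated with compound 15 min before 400 uM selenite. A first-read NADPH fluorescence drop versus no-compound background flagged substrates.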
# PI4K2A block: PI4K2A (human) kinase inhibition; Q9BTU6; purified PI4K2A, ADP-Glo luminescence, 1 h; active compounds read low; activity change, negative = inhibition, % at 76.9 µM; 0.13% of 420,000 active; AID 1346378; in the data active means activity change below about -50%; inconclusive means mostly about -30% to -49%;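 further: -100% = wells without enzyme as full effect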
# Target sequence (Q9BTU6 whole entry, looked up): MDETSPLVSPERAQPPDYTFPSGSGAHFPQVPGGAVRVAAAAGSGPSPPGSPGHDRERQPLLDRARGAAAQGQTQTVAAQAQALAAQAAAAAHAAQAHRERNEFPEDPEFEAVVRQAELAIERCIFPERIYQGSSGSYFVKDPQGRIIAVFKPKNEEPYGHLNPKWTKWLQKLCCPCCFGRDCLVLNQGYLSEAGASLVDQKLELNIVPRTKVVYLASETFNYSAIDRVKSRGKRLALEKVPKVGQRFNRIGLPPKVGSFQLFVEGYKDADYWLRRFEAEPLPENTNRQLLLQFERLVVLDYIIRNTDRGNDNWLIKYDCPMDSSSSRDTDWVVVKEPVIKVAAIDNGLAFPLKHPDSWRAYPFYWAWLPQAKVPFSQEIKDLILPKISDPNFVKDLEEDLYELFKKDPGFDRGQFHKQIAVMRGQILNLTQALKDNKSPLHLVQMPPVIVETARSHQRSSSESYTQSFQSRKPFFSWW
#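 In this quantitative HTS, ADP production by PI4K2A was quantified luminescently after 1 h at ambient temperature; 100 microM adenosine served as plate-quality control.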
# LDHA inh: LDHA (human) enzyme inhibition | purified LDHA, NADH/diaphorase-resazurin fluorescence; active compounds read low | P00338 | activity change, % (values are at about 110 or 230 µM) | AID 1347041 | 0.15% of 480,000 active; in the data active means activity change below about -30%; inconclusive means mostly about -25% to -30%;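 further: plate controls were DMSO wells for no effect and wells without enzyme for full effect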
#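 Human LDH5 (2 nM) was incubated with 0.06 mM NADH and 0.2 mM pyruvate for 5 min at room temperature in Tris pH 7.4. Remaining NADH was coupled through diaphorase/resazurin, and resorufin fluorescence was read at 0 and 20 min.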
# GRP78 ERSR act: induces the endoplasmic reticulum stress response in human glioma cells | 0.02% of 420,000 active | U87-MG GRP78 promoter luciferase reporter, 16 h | AID 602332 | Potency, µM, for inactives: top-dose activation, usual class: activators; further: potency means the concentration at half of the fitted maximal effect; series mostly up to about 76 µM; % of control where 0% means no effect; nearly all actives have a fitted effect of over 35% in size
#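 Stably transfected U87-MG human glioma cells carrying a GRP78-based luminescent sensor were seeded at 1000 cells/well, pin-dosed with compounds and incubated 16 h. Luciferase reagent was then added, and end-point luminescence was read after 10 min at room temperature.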
# mIDH1 inhibitor: blocks human mutant IDH1 R132H enzyme | IDH1-R132H enzyme, NADPH consumption, diaphorase/resazurin fluorescence | 0.093% of 390,000 active | AID 602179 | Potency, µM (doses to about 76.6 µM), inactives show at the highest dose activity change, negative = inhibition, hits mostly inhibitors; further: potency means the concentration at half of the fitted maximal effect; on the % scale 0 is the no-effect control and ±100 the full control effect; nearly all actives have a fitted effect of over 65% in size
#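 IDH1-R132H (0.5 ug/mL dispensed) in pH 7.5 Tris buffer was preincubated 30 min with compound, then given a substrate mix of 0.016 mM NADPH and 2 mM alpha-KG for 80 min at room temperature; remaining NADPH was read by diaphorase/resazurin fluorescence.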
# Vif-APOBEC3F blk: inhibitors of Vif-A3F interaction; HeLa A3F-eYFP + Vif (tagged APOBEC3F with the HIV-1 protein that degrades it), YFP fluorescence increase; 0.2% of 390,000 active; Potency, µM (series often up to 46.1 µM), for inactives: at the top dose activity, negative = active; further: potency means the concentration at half of the fitted maximal effect; % of control where 0% means no effect; nearly all actives have a fitted effect of over 65% in size
#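 HeLa cells stably expressing A3F-eYFP plus Vif, plated and incubated overnight at 37 deg C, then exposed to compounds overnight at 37 deg C. Blocked degradation read as raised yellow fluorescence (Ex 488/Em 500-530).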
# Vif-A3G inh: inhibitors of Vif-APOBEC3G interaction; 0.076% of 410,000 active; Potency, µM (highest dose often 46.1 µM), for inactives: top-dose activity, negative = active, most hits filed as inhibitors; HeLa A3G-eYFP + Vif (tagged APOBEC3G with the HIV-1 protein that degrades it), YFP fluorescence, overnight; Q9HC16;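 further: potency means the concentration at half of the fitted maximal effect; on the % scale 0 is the no-effect control and ±100 the full control effect; nearly all actives have a fitted effect of over 60% in size; hits raise eYFP signal because A3G escapes Vif-driven loss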
#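 HeLa cells stably expressing Vif and C-terminally eYFP-tagged A3G, seeded overnight at 37 deg C, then exposed to compound by pintool overnight at 37 deg C. Rise in yellow fluorescence (Ex 488/Em 500-530, Acumen) marks blocked Vif-driven A3G degradation.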
# RXFP1 ag: agonists of human relaxin receptor RXFP1; Q9HBX9; HEK293T-RXFP1 cAMP TR-FRET, 30 min; response scale: percent of porcine relaxin response, buffer zero; Potency, µM (highest dose often 57.5 µM), without a hit: at the highest dose activation, actives largely listed as activators; 0.3% of 370,000 active; AID 2676; further: potency means the concentration at half of the fitted maximal effect; on the % scale 0 is the no-effect control and ±100 the full control effect; nearly all actives have a fitted effect of over 60% in size; many of its hits are not listed in these tables
#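 cAMP rise read by TR-FRET after 30 min, 37C compound exposure (up to 58 uM) in RXFP1-transfected HEK293 cells with Ro 20174 present. EC50 from Hill-equation fits, with 29 nM porcine relaxin as 100% and buffer as basal.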
# * hit, by the source's call; ? = inconclusive; . = no result given; & = joins results of further samples; [ ] = dose if it differs, or a comment. Unless noted, the call rests on the fitted dose curve; in most records, active means well fitted curve in the direction sought with a large enough effect; inconclusive means small, poorly fitted or top-dose-only effect, or another doubt; inactive means no such curve, though single readings can be large; an effect the other way counts as inactive or inconclusive.
SMILES,USP1-UAF1 inh,TrxR1 substrate,PI4K2A block,LDHA inh,GRP78 ERSR act,mIDH1 inhibitor,Vif-APOBEC3F blk,Vif-A3G inh,RXFP1 ag
COc1cc(C)ccc1OCCSc1nc2ccc(NC(=O)c3ccc(C)cc3)cc2s1,-13%,35%[activator],0,-3,1%,-4%,0%,-1%,?
Cc1cccc(C(=O)NC(C)c2ccc(-n3ccnc3)cc2)c1C (centres undefined),-24%,4%,0,-7,-2%,-7%,4%,0%,.
COCCN(CC(=O)Nc1cccc(C)c1C)C(=O)C1CCN(S(=O)(=O)c2ccccc2)CC1,-4%,2%,-1,-15,1%,-1%,-24%,-1%,.
O=C(NCCO)/C(=C\c1cccc([N+](=O)[O-])c1)NC(=O)c1cccs1,?,.,10,-15,-1%,-16%,-4%,2%,.
Cn1c(/C=C/c2ccccc2)nc2ccccc21,-20%,82%[activator],-66*,-3,-4%,19%,-4%,-3%,6.3%
O=Cc1ccc(Oc2ccc(F)cc2)nc1,-11%,6%,5,0,-2%,0%,-2%,1%,1.5%
O=C(NC(=S)Nc1ccc(CN2CCOCC2)cc1)c1cc2ccccc2o1,-5%,-3%,-1,-5,0%,-8%,8%,-2%,12%
Nc1cc(S(=O)(=O)N2CCOCC2)ccc1Oc1cccc(Br)c1,-3%,-11%,1,-1,-4%,5%,-22%,0%,1.5%
CCn1nc(C(=O)Nc2cccc(C(F)(F)F)c2)c(Cl)c1Cl,-13%,12%[57.1 µM],-2,1,-2%,9%,7%,0%,-1.3%
CCOC(=O)c1cc(-c2ccccc2C)nn1Cc1cc(CC)no1,-30%,9%,0,4,5%,10%,0%,0%,0.2%
C=C1CCN(C(C(=O)OC)C(C)C)S(=O)(=O)c2ccc(F)cc21 (centres undefined),-2%,-12%,-6,-2,-2%&-2%,-1%,4%,2%&3%,6.0%
Cc1ccsc1/C=N/Nc1nc2ccccc2[nH]1,-6%,-8%,6,-1,11%,11%,?,-7%,-0.3%
CC(C)OCCCN1CC(=O)N2C(c3cccc([N+](=O)[O-])c3)c3[nH]c4ccccc4c3C[C@H]2C1=O (some centres undefined),-23%,5%,-10,0,-4%,-10%,2%,1%,0.3%
Cc1ccc(S(=O)(=O)N2CCN(CC(O)COc3ccccc3)CC2)cc1 (centres undefined),-17%,3%[57.1 µM],-8,-6,-5%,16%,5%,-6%,0.2%
CCOC(=O)C1=CCN(S(=O)(=O)c2ccccc2Cl)C1c1ccc(C)cc1 (centres undefined),.,.,0,-6,-2%,.,.,-1%,.
O=C(c1ccc2c(c1)OCCO2)N1CCN(Cc2ccccc2)CC1,-22%,-4%,-5,-6,-2%,15%,.,-5%,-0.1%
OCCCCCN=c1cc(-c2ccccc2)oc2ccc(Cl)cc12,-15%,-5%,-4,-1,6%,-3%,1%,1%,0.6%
S=c1[nH]nc(-c2ccccc2)n1-c1ccccc1,.,4%,.,-7,1%,.,.,4%,.
CCOC(=O)CSc1nnc(CNc2cccc(Cl)c2)n1-c1ccccc1,-4%,11%[57.1 µM],5,-13,-1%,-3%,-1%,1%,1.4%
Cc1[nH]c2ccc(C(=O)OC(C)C(=O)N(C)C3CCCCC3)cc2c1C (centres undefined),-10%,12%,-6,-5,-1%,6%,5%,-7%,2.8%

# Next part, starting with the last 2 of the part before.
SMILES,USP1-UAF1 inh,TrxR1 substrate,PI4K2A block,LDHA inh,GRP78 ERSR act,mIDH1 inhibitor,Vif-APOBEC3F blk,Vif-A3G inh,RXFP1 ag
CCOC(=O)CSc1nnc(CNc2cccc(Cl)c2)n1-c1ccccc1,-4%,11%[57.1 µM],5,-13,-1%,-3%,-1%,1%,1.4%
Cc1[nH]c2ccc(C(=O)OC(C)C(=O)N(C)C3CCCCC3)cc2c1C (centres undefined),-10%,12%,-6,-5,-1%,6%,5%,-7%,2.8%
CCCN(CCC)S(=O)(=O)c1cc2c3c(c1)CCN3C(=O)CC2,-18%,3%,-1,-3,-3%,0%,3%,0%,3.0%
CCC(C)c1ccc(NC(=S)NCc2ccccn2)cc1 (centres undefined),-11%,-7%[57.1 µM],0,-6,7%,-4%,-26%,-1%,-0.4%
COc1ccc(CNC(=O)CCc2nc3cccnc3n2Cc2ccccc2)cc1,-28%,-6%,-3,3,4%,10%,-3%,-2%,-1.5%
Cc1c(CCC(=O)O)c(=O)oc2cc3oc4c(c3cc12)CCCC4,-11%,15%,-8,-7,-13%,4%,-6%,-1%,4.9%
NC1=NC[C@H](c2ccccc2)N1CC1CCCCC1,5%,4%,2,-6,-5%,-2%,2%,-3%,.
O=C(NCCc1ccccc1)c1ccc(-c2ccc(F)c(F)c2)c2ccoc12,.,.,2,-4,4%,.,.,-2%,.
CC1=C(C(=O)Nc2ccccc2C(=O)N2CCC(C)CC2)SCCO1,-20%,-5%,-6,-6,-5%,-13%,1%,3%,-0.4%
COc1cccc(/C=N/Nc2nc(C)cc(=O)[nH]2)c1OC,-25%,7%,1,0,7%,0%,12%,-7%,3.7%
Cc1c(/C=C/C(=O)c2ccccc2O)cnn1C,-25%,-16%,-14,-1,5%,-2%,0%,0%,-0.6%
O=c1cc(CCl)nc2scc(-c3ccccc3)n12,-14%,-4%,-23,2,5%,-2%,0%,?,1.6%
COc1ccc(CC(=O)NNc2ncnc3c2cnn3Cc2ccccc2)cc1OC,3%,4%[57.1 µM],-4,-5,-4%,10%,-4%,-3%,-2.3%
CC(=O)c1cccc(-c2ccnc3c2CC(C(=O)NCc2ccncc2)O3)c1 (centres undefined),.,.,4,-16,-3%,.,.,-12%,.
CCCCN(C(=O)CSc1nncn1-c1ccccc1)c1c(N)n(Cc2ccccc2)c(=O)[nH]c1=O,-21%,5%,-5,-1,2%,-2%,-15%,-4%,0.2%
CCOc1cc(/C=C2\SC(=S)N(NS(=O)(=O)c3ccccc3)C2=O)ccc1O,?,-13%,-7,0,-1%,-16%,?,-5%,-16%
CCC(C(=O)NCCCN1CC(C)CC(C)C1)n1ncn2c(cc3occc32)c1=O (centres undefined),-18%,-8%,-3,-1,-4%,-6%,5%,1%,3.0%
COc1cccc(-n2cc(C(=O)O)c3ccccc3c2=O)c1,-24%,8%,-7,1,-4%,4%,-6%,0%,12%
Cc1ccc(S(=O)(=O)NNC(=O)C2CCN(S(=O)(=O)c3ccc(C)cc3)CC2)cc1,-7%,9%,0,-1,-5%,3%,3%,2%,-1.7%
CC(C)C(c1nnnn1CC1CCCO1)N1CCN(Cc2ccc3c(c2)OCO3)CC1 (centres undefined),-15%,3%[57.1 µM],-2,3,-1%,1%,-3%,0%,1.0%
CC(=O)c1ccc(NS(=O)(=O)c2ccc(CC(C)C)cc2)cc1,-16%,9%[57.1 µM],3,5,0%,-6%,-13%,1%,1.4%
CNC(=S)Nc1cccc(S(=O)(=O)NCc2ccco2)c1,-5%,2%,2,-11,-2%,-1%,-7%,0%,.
O=C(NCc1ccccc1)c1cc(C2COCCN2C(=O)c2ccc3c(c2)CCO3)on1 (centres undefined),.,.,5,-8,-3%,.,.,-6%,.
Cc1ccc(C(C)C)c(OCc2nn(CC(=O)c3ccc(OC(F)F)cc3)c3[n+]2CCCCC3)c1,?,-3%[57.1 µM],1,-10,-18%,1%,-5%,2%,1.0%
O=C(NC1CCCCC1)c1ccc2c(c1)OCO2,-22%,2%,-2,-3,2%,2%,-3%,0%,2.7%
O=C(NCc1ccccn1)Nc1ccc(Cl)c(Cl)c1,-13%,-5%,1,-12,13%,2%,-3%,2%,0.8%
COCCNC(=O)C(=O)c1cc(C)n(-c2ccc([N+](=O)[O-])cc2)c1C,-10%,-4%[57.1 µM],-4,-2,-1%,7%,-3%,0%,-0.1%
COc1ccc(NC(=O)N(C)C[C@H]2Oc3ccc(NS(=O)(=O)c4ccccc4)cc3C(=O)N([C@H](C)CO)C[C@@H]2C)cc1,19%,11%[57.1 µM],5,4,-3%,-3%,0%,0%,.
Cn1c(=O)c2c(SCC(=O)NC3CCCC3)nc(CC(C)(C)C)nc2n(C)c1=O,-19%,5%,4,-1,-5%,-9%,-9%,2%,-2.3%
O=C(Cn1cc(SCc2ccc(C(F)(F)F)cc2)c2ccccc21)N1CCCCC1,-22%,-2%,-2,-2,2%,0%,2%,-10%,4.2%
O=C(NNC(=O)c1ccccc1[N+](=O)[O-])c1ccccn1,-16%,7%[57.1 µM],-23,6,-1%,2%,-1%,-1%,0.6%
CC(=O)N1c2ccc(S(=O)(=O)N3CCC(C(=O)Nc4cccc(C)c4)CC3)cc2CC1C (centres undefined),-12%,-4%,8,-7,-11%,-8%,-9%,3%,0.1%
Cc1cc(C)c(NC(=O)CNC(=O)COC(=O)CNC(=O)c2ccc(Cl)cc2Cl)c(C)c1,-18%,-1%,0,-4,-3%,3%,4%,5%,1.1%
COc1ccc(N(Cc2cccs2)C(=O)COc2ccc([N+](=O)[O-])cc2)cc1,-25%,-4%,-3,1,-2%,-4%,5%,1%,2.9%
CCN1CCN(c2nc(S(=O)(=O)c3ccc(C)cc3)c(Cl)s2)CC1,-6%,-2%[57.1 µM],-2,-8,-4%,-6%,14%,1%,6.6%
CCCCC1CCc2[nH]nc(C(=O)O)c2C1 (centres undefined),-3%,6%[57.1 µM],-3,-2,-8%,4%,-5%,3%,-0.7%

# Screening results: PubChem BioAssay, National Center for Advancing Translational Sciences (NCATS)

# Some of the compounds tested (hit frequency here may not be typical).
